# CSN deneddyl inh: inhibitors of human CSN-mediated cullin deneddylation; Q92905; Purified CSN, SCF-Nedd8-OG deneddylation, fluorescence polarization; inhibition, % at 12.5 µM; 360,000 compounds, 0.38% hits; AID 651999;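 active = pattern-corrected inhibition above about 35%, with an unprinted fluorescence ratio check between 0.5 and 1.5, limit read from the data, passing the limit was not always enough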;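 note: 0% = enzyme with substrate and 100% = substrate without enzyme; some results filed as inactive read as strong as hits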
#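 Test system: Human Csn5 produced in HEK293T cells | Compound: 12.5 µM single point | Times: 90 min, room temperature | Signal: Fluorescence polarization readout | Read-out basis: % inhibition of substrate cleavage by Csn5 | Controls: no-enzyme wells high, enzyme-with-substrate wells low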
# FAS TE block: blocks the thioesterase domain of human fatty acid synthase; 360,000 compounds, 0.67% hits; inhibition, % at 15 µM; P49327; recombinant FAS-TE, OMFH fluorogenic substrate, fluorescence endpoint;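 active = compounds whose normalised, plate-corrected inhibition of enzyme fluorescence in the single-dose primary screen is 50% or more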;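 note: 0% = DMSO with enzyme and 100% = substrate without enzyme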
# Rin1-Abl PPI inh: inhibitors of human Rin1-Abl protein interaction; P00519+Q13671; inhibition, % at 7.35 µM; TR-FRET Rin1/Abl binding, biochemical; 360,000 compounds, 0.4% hits; AID 588664; in the data active = inhibition above about 5%, passing the limit was not always enough
# PABP1 MLLE inh: blocks PAM2 peptide binding to the PABP1 MLLE domain; AID 588489; 360,000 compounds, 0.36% hits; inhibition, % at 20 µM; P11940; GST-MLLE / FITC-PAM2 fluorescence polarization; in the data active = inhibition above about 35%, passing the limit was not always enough;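 note: plate controls were DMSO wells with GST-MLLE for no effect and wells lacking GST-MLLE protein for full effect; some results filed as inactive read as strong as hits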
# Target sequence (P11940 whole entry, looked up, the tested form may be a part): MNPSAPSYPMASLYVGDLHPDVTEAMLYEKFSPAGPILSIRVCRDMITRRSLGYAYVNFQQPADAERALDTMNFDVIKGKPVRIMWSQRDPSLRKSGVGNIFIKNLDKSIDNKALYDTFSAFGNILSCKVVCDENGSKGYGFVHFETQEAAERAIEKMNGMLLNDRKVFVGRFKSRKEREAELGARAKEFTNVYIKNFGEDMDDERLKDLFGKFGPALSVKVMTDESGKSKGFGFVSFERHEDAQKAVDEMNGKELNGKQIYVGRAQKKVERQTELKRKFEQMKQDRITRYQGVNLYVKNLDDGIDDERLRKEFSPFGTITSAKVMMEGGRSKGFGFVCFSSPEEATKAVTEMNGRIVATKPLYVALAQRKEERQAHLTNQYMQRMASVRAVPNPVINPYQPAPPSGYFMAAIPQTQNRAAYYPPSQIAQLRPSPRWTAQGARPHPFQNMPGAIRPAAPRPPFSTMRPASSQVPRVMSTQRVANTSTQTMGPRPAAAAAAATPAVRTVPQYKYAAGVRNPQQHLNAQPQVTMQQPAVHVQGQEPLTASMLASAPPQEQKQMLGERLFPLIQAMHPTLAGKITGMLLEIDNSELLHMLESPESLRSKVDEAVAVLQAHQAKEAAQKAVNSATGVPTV
# SKN-1 block: inhibitors of C. elegans SKN-1; AID 624304; inhibition, % at 21.8 µM; 360,000 compounds, 0.49% hits; C. elegans VP596 Pgst-4::GFP/RFP ratio, acrylamide-induced, 24 h;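 active = interference check ratio from 0.5 to 1.5 plus GFP to RFP signal ratio inhibition reaching or exceeding a fixed threshold, cut at about 30% in these data, passing the limit was not always enough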; note: some compounds called inactive have numbers as strong as hits
# Rpn11 block: blocks the human proteasome subunit Rpn11. O00487. human 26S proteasome, Ub4-pepOG fluorescence polarization; 20S core pre-blocked with epoxomicin. calls only at 20 µM. 360,000 compounds, 0.59% hits. AID 588493;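 active = inhibition at 20 µM, scaled to each plate's controls, above about 33%, limit read from the data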
# Target sequence (O00487 whole entry, looked up): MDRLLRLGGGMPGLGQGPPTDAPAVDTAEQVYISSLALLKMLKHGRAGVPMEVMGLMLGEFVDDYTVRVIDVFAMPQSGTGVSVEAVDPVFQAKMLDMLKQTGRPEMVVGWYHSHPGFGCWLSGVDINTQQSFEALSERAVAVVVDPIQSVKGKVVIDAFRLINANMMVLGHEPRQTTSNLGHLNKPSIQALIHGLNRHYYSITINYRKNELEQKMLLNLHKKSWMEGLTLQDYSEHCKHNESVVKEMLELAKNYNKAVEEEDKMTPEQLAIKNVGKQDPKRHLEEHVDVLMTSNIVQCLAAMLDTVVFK
# NadD block: blocks S. aureus nicotinate mononucleotide adenylyltransferase | 360,000 compounds, 0.78% hits | inhibition, % at 20 µM | purified NadD enzyme, colorimetric absorbance read-out; in the data active = inhibition above about 26%; note: some compounds past the cut are filed as inactive
# MT1-MMP act inh: inhibitors of human MT1-MMP activation; P50281; HT1080 RFP-PRO-GFP cells, GFP/RFP ratio fluorescence, overnight; percent of plate control window, DMSO zero; GFP/RFP ratio change, % at 20 µM; 360,000 compounds, 0.061% hits; AID 651647;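 active = GFP/RFP ratio change of at least 30% with cell ATP level not reduced by more than half and red fluorescence within 50% of control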; note: strong numbers were not always called active
#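 Material: RFP-PRO-GFP reporter HT1080 cells. Dosing: single-point 20 µM compound, 1% DMSO. Controls: DMSO and RFP-L50D-GFP cell wells. Timing: cells overnight before dosing, compound overnight, 37 °C, 5% CO2. Measure: GFP/RFP fluorescence ratio.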
# Neddyl block: blocks human cullin neddylation | AID 651699 | TR-FRET cullin neddylation, biochemical | calls only at 25 µM | 360,000 compounds, 0.58% hits | P61081+Q13564; in the data active = inhibition above about 36%
# Starred values were filed as active, the others as inactive; i = inactive; . = no result given; + = active, no number.
SMILES,CSN deneddyl inh,FAS TE block,Rin1-Abl PPI inh,PABP1 MLLE inh,SKN-1 block,Rpn11 block,NadD block,MT1-MMP act inh,Neddyl block
CC(=O)Nc1cccc(C(=O)Nc2nc(C)cs2)c1,-4,-5,-4,-4,-12,i,2,-2,i
O=C(NC(C(=O)N/N=C/c1ccccn1)c1n[nH]c(=O)c2ccccc12)c1ccccc1 (stereo unspecified),-1,-4,-3,10,-13,i,-3,0,i
COc1ccc2cc3cc(C(=O)NCCN4CCc5ccccc5C4)sc3nc2c1,2,3,3,-7,-1,i,-5,4,+
CCC(=O)N(C)CCc1cc2c(c(OC)c1/C=N/NC(=O)c1ccc(Br)cc1)OCO2,-3,2,-4,-8,16,i,13,4,i
O=C(c1ccc(NS(=O)(=O)c2ccc(Cl)cc2)cc1)N1CCOCC1,2,-2,-2,3,-1,i,-6,-2,i
C=CC[C@@H](CC(=O)N[C@H](CO)Cc1ccccc1)C(=O)NCCOC(=O)[C@@H](CC=C)CC(=O)OC(C)(C)C,-4,-6,3,-2,-19,i,-9,-3,i
COc1ccc(NC(=O)CCC(=O)Nc2nnc(C(C)C)s2)cc1Cl,4,-5,3,-6,5,i,0,2,i
Cc1ccc2cc(NC(=O)C3(C)CCN3C(C)C)ccc2n1 (stereo unspecified),-2,-8,3,-10,12,i,4,2,i
COc1ccccc1NC(=O)C1CCN(C(=O)c2ccc(C(C)(C)C)cc2)CC1,-7,-5,-3,3,-14,i,-1,0,i
Cc1cc(NC(=O)c2ccccc2F)ncc1NC(=O)c1cccs1,10,2,-5,-24,18,i,7,-1,i
Cc1ccc(CN(CC(=O)N/N=C/c2ccco2)S(=O)(=O)c2ccc(C)cc2)cc1,0,12,0,-7,-6,i,0,-1,i
CC(=O)Nc1ccc(Oc2ccc(NC(C)=O)c(NC(C)=O)c2)cc1,-8,-2,1,-2,-3,i,-9,-6,i
CCCn1nc(CC(=O)O)c2ccccc2c1=O,0,-9,-5,-5,-5,i,5,4,i
COc1cc(-c2nc3ccc4ccccc4c3c3c2CCC3)ccc1O,0,28,0,9,6,i,18,-7,i
COc1ccc(Oc2nc(-c3ccccc3)ncc2S(=O)(=O)c2ccccc2)cc1,-6,28,-4,3,-1,i,-2,-6,i
CCCC1C(=O)N(Cc2ccccc2)C(=O)CC1C (stereo unspecified),-5,-2,-2,-3,-6,i,-6,1,i
CCOC(=O)N1CCC(NCCNC(=O)c2cccs2)CC1,-4,-3,-1,2,-5,i,-6,3,i
CCCCOC(=O)c1ccc(NC(=S)NC(=O)c2c(Br)c(C)nn2C)cc1,2,-23,0,31,7,i,-2,1,i
CCOc1ccc(N(CC(=O)NCc2ccco2)S(=O)(=O)c2ccc(OC)c(OC)c2)cc1,3,-3,-1,-15,1,i,-5,2,i
COc1ccc(C(=O)OCC(=O)NC(=O)NC(C)C)cc1OC,2,-8,0,-6,-11,i,4,5,i
COc1ccc(NC(=O)CSCC(=O)NCc2ccco2)cc1,0,-3,5,5,-7,i,-1,3,i
COc1cccc(NC(=O)NCc2ccccn2)c1,0,-4,0,3,-18,i,-3,2,i
CC1OC2C(OC1C)N(S(C)(=O)=O)CCN2S(C)(=O)=O (stereo unspecified),-2,-4,1,-3,-9,i,1,-1,i
CC[C@]12c3[nH]c4ccc(OC)cc4c3CCN1C(=O)C(CC(=O)NCc1cccc(C(F)(F)F)c1)C[C@@H]2C(=O)N1CCN(C(=O)c2ccco2)CC1 (stereo partly specified),7,14,18*,-7,13,i,4,-4,i
COCCCNCCCCOc1ccccc1-c1ccccc1,-4,-7,0,-9,-6,i,-4,5,i
O=C(O)C1CC(=O)N(c2ccc(OCc3ccc(Cl)cc3Cl)cc2)C1 (stereo unspecified),-3,-6,2,0,-2,i,7,7,i
O=S(=O)(c1ccc(F)cc1)c1snnc1-c1ccccc1,-2,12,0,6,2,i,-6,12,i
Cc1ccc(NC(=O)Cn2nnc(C(=O)NCCc3ccccc3)c2N)c(C)c1,55*,-10,2,10,-14,i,-3,2,i
Cc1cccc(NS(=O)(=O)c2ccc3[nH]c(=O)cc(C(=O)O)c3c2)c1,-2,-4,2,1,-5,i,-2,0,i
CCn1cc(C2=NC(CC(C)C)CO2)c2ccccc21 (stereo unspecified),1,17,2,18,8,i,-10,1,i
CC(C)C[C@H](NC(=O)N1CC(=O)Nc2ccccc21)C(=O)N1CCC(C(=O)O)CC1,-9,-6,0,-8,-8,i,3,-1,i
CCOC(=O)N1CCN(C(=O)C2CCN(S(=O)(=O)c3cc(OC)ccc3OC)CC2)CC1,1,-3,1,-3,4,i,-2,2,i
CC(C)CC(=O)NC(=S)Nc1ccc(F)cc1F,3,0,0,9,9,i,0,-2,i
Cc1ccc(CNC(=O)C(=O)NCC2OCCN2C(=O)c2ccc3c(c2)OCO3)cc1 (stereo unspecified),-3,3,-5,1,-7,i,-1,1,i
Fc1ccc(C(c2nnnn2C2CCCC2)N(Cc2ccco2)CC2CCCO2)cc1 (stereo unspecified),3,19,0,-6,-21,i,-6,-11,i
CCOC(=O)c1c(NC(=O)CS(=O)(=O)c2cn(CC)c3ccccc23)sc2c1CCCCC2,1,29,-2,21,-12,i,2,2,i
Cc1ccn2c(C(=O)CSc3ccccc3)c(C)nc2c1,-8,-2,0,6,5,i,6,-1,i
Cc1onc(-c2ccccc2Cl)c1C(=O)N[C@@H](C)c1ccccc1,-3,-4,-4,-1,-4,i,5,-2,i
CC1(C)Cc2c(C#N)c(OCC(=O)c3ccc(Cl)cc3)nc(-c3ccoc3)c2CO1,8,26,0,3,-6,i,0,-2,i
CCc1nc2c(OC)cccn2c1N(C)C(=O)c1ccccc1F,0,-7,3,4,18,i,0,-3,i
CC(C)(C)CNC(CO)C12CC3CC(CC(C3)C1)C2 (stereo unspecified),-8,-9,-2,8,23,i,-4,-1,i
O=C(/C=C/c1cccs1)c1ccco1,0,0,0,-3,-12,i,-1,0,i
COc1ccc(CCNC(=O)c2oc3ccc(S(=O)(=O)N4CCOCC4)cc3c2C)cc1OC,3,1,4,9,-2,i,9,3,i
CC(=O)OC[C@@H]1CN(Cc2cccc(C(F)(F)F)c2)C[C@H](n2cnc3c(NCc4ccco4)ncnc32)O1,3,11,-4,-6,8,i,7,0,i
O=S(=O)(NC1CCCCC1)c1cccs1,1,-2,3,-4,13,i,2,2,i
COc1ccc(C(=O)COC(=O)c2ccccc2O)c(OC)c1,6,24,5,-27,0,i,1,2,i
O=C(Nc1ccccc1)/C(=C/c1ccc([N+](=O)[O-])cc1)NC(=O)c1ccccc1,-1,1,0,12,-5,i,0,11,i
CCc1nc2ccc(C(=O)NCCc3ccccn3)cn2c1N(C)Cc1cccs1,-1,-8,-1,-14,-14,i,-4,1,i
C=CCn1c(SCC(=O)c2ccccc2)nnc1-c1cc2ccccc2o1,3,13,-1,-101,-3,i,-2,-2,i
CC(=O)Nc1cccc(NC(=O)COc2ccc3c(c2)CCC3)c1,-1,3,2,-21,-32,i,-8,7,i
S=c1[nH]nc(COc2ccccc2)n1/N=C/c1ccccc1Cl,2,14,1,-61,15,i,5,1,i
Cc1cc(C)c2oc(C(=O)N3CCN(Cc4ccccc4)CC3)cc(=O)c2c1,2,2,-2,5,-11,i,-5,2,i
Cc1ccc(OCc2cc(C(=O)N3CCC(c4ccccc4Cl)C3)no2)cc1C (stereo unspecified),-8,19,-3,-1,1,i,5,-2,i
Cc1nnc(C)n1/N=C/c1cc(Br)cc(Br)c1O,2,-9,0,1,-19,i,0,0,i
COc1ccccc1OCCNC(=O)c1cc([N+](=O)[O-])cc([N+](=O)[O-])c1,-14,-6,-1,2,-3,i,-5,0,i
COc1ccc(C(=O)NCCSc2ccc(C)cc2)cc1,-6,-2,2,5,-1,i,-7,2,i
Cc1onc(-c2ccccc2)c1-c1n[nH]c(=S)n1-c1ccc(C(=O)O)cc1,4,-8,-1,-17,-17,i,1,2,i
CC(C)(C)c1nc2scc(-c3cccs3)c2c(=O)o1,5,58*,-3,5,-1,i,-8,4,i
O=C(NC1CC(=O)N(c2ccccc2)C1)C1CC1 (stereo unspecified),-1,-8,-1,-4,-12,i,-1,0,i
C[C@@H](C(=O)Nc1cccnc1)n1c(=O)[nH]c2ccccc2c1=O,-2,-8,-2,9,4,i,2,1,i

# (more compounds)
SMILES,CSN deneddyl inh,FAS TE block,Rin1-Abl PPI inh,PABP1 MLLE inh,SKN-1 block,Rpn11 block,NadD block,MT1-MMP act inh,Neddyl block
CC(C)NC(=O)N(C)C[C@@H]1OCCCC[C@@H](C)Oc2ccc(NC(=O)Nc3ccc(F)cc3)cc2C(=O)N([C@H](C)CO)C[C@@H]1C,-5,-3,0,-30,-10,i,6,4,i
COc1ccc(N2CCN(C(=O)c3ccc(CS(=O)(=O)c4ccc(OC)cc4)o3)CC2)cc1,-1,6,-2,9,7,i,-3,-3,i
CC(C(=O)Nc1cccc(S(=O)(=O)N2CCOCC2)c1)N1CCN(C)CC1 (stereo unspecified),0,-4,2,7,-4,i,2,-2,i
COc1cc(NS(=O)(=O)c2ccc(Nc3nc(-c4ccccc4)cs3)cc2)nc(OC)n1,0,6,-1,11,9,i,21,22,i
CCCCOc1ccc(S(N)(=O)=O)cc1,-1,-6,2,1,-16,i,-1,-1,i
COC(=O)c1ccc2c(c1)S(=O)(=O)NC2C (stereo unspecified),-7,-12,.,.,2,.,-4,3,i
COc1cc2c(C(=O)N3CCN(C)CC3)c(C)oc2cc1Br,-3,-5,0,-5,2,i,5,2,i
Cc1cc(C)c(S(=O)(=O)N(CC(=O)N2CCCC2)C2CCCCC2)c(C)c1,-7,-1,-5,2,-6,i,9,-9,i
CCOc1ccc(C(=O)COc2ccc(NC(C)=O)cc2)cc1,6,2,-1,-16,4,i,2,1,i
COc1ccccc1S(=O)(=O)N1CCNC(=O)C1,-2,-3,-1,-5,9,i,1,1,i
CC1=NN(C(C#N)c2c(C)nn(Cc3ccccc3)c2C)C(C)(C)C1 (stereo unspecified),-6,-8,-2,7,8,i,-4,0,i
O=C(NNC(=S)NCc1ccc(Cl)cc1)c1ccc(Br)o1,1,-4,1,-46,1,i,0,0,i
O=C1OCCC1Sc1nnc(-c2cccc(Br)c2)o1 (stereo unspecified),-2,-8,1,-125,-9,i,-5,1,i
Cc1ccc(NCC(=O)Nc2ccc(Br)cc2)cc1C,-3,1,0,2,3,i,0,-1,i
CC(C)CC(=O)Nc1nc(-c2ccc(S(=O)(=O)N3CCOCC3)cc2)cs1,0,52*,3,28,-4,i,-2,-3,i

# Complete entries, looked up by structure:
# CCCCOc1ccc(S(N)(=O)=O)cc1 is listed as CSN deneddyl inh = -1; FAS TE block = -6; Rin1-Abl PPI inh = 2; PABP1 MLLE inh = 1; SKN-1 block = -16; Rpn11 block = i; NadD block = -1; MT1-MMP act inh = -1; Neddyl block = i
# COc1ccccc1S(=O)(=O)N1CCNC(=O)C1 is listed as CSN deneddyl inh = -2; FAS TE block = -3; Rin1-Abl PPI inh = -1; PABP1 MLLE inh = -5; SKN-1 block = 9; Rpn11 block = i; NadD block = 1; MT1-MMP act inh = 1; Neddyl block = i
# CC(C(=O)Nc1cccc(S(=O)(=O)N2CCOCC2)c1)N1CCN(C)CC1 (stereo unspecified) is listed as CSN deneddyl inh = 0; FAS TE block = -4; Rin1-Abl PPI inh = 2; PABP1 MLLE inh = 7; SKN-1 block = -4; Rpn11 block = i; NadD block = 2; MT1-MMP act inh = -2; Neddyl block = i
